Rab9 prom act: qHTS Assay for Rab9 Promoter Activators | AID 485297, 2010 | Potency, µM (titrated, usually from 9.22 µM), inactives show top-dose activation, negative = inhibition, most hits filed as activators | 320,000 tested, 2.8% active | Huh7 Rab9 promoter-luciferase reporter, luminescence, 24 h; also: potency is read from the fitted curve at half-maximal effect; % of control where 0% means no effect; nearly all actives have a fitted effect of over 60% in size
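Measured in stably transfected Huh7 cells bearing a Rab9 promoter–luciferase construct: 24 h compound treatment at 37 °C, followed by luminescence detection.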
FLuc counter: qHTS profiling assay for firefly luciferase inhibitor/activator using purifed enzyme and Km concentrations of substrates (counterscreen for miR-21 project); Luciferin 4-monooxygenase (Photinus pyralis), P08659; purified FLuc, Km substrates, luminescence inhibition; Potency, µM (series often up to 57.5 µM), for the others: at the highest dose activity change, negative = inhibition, actives largely listed as inhibitors; 360,000 tested, 6.9% active; AID 588342, 2011;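 also: potency is read from the fitted curve at half-maximal effect; plate controls were vehicle for no effect and reference inhibitor for full effect; nearly all actives have a fitted effect of over 55% in size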
Target sequence (P08659 whole entry, looked up): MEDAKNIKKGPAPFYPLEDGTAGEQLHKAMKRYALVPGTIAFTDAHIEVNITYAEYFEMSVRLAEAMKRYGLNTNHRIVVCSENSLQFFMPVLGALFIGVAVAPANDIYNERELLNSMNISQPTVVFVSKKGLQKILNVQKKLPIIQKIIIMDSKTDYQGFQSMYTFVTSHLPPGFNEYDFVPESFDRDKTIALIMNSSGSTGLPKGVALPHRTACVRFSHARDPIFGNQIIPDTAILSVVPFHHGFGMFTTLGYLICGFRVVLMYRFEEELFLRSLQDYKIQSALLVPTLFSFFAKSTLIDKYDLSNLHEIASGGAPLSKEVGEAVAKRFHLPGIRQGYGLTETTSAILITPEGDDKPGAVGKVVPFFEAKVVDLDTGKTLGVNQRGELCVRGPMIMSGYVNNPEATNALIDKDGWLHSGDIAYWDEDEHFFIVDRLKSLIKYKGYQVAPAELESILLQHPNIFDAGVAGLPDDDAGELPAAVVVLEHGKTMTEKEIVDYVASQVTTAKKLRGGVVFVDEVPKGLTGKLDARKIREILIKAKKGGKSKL
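Purified P. pyralis luciferase, 10 nM final, with Km-level 10 uM D-luciferin and 10 uM ATP in 50 mM Tris acetate pH 7.5, 10 mM Mg acetate, 0.01% Tween-20, 0.05% BSA; 6-point qHTS titration about 60 µM downward; luminescence read.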
Gal4-VP16 FLuc: VP16 counterscreen qHTS for inhibitors of ROR gamma transcriptional activity; AID 2546, 2010; Potency, µM (titrated, usually from 53.6 µM), for the others: at the top dose activity, negative = inhibition, actives largely listed as inhibitors; 310,000 tested, 3.5% active; Drosophila S2 Gal4-VP16 UAS-luciferase, luminescence, 20 h;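 also: Gal4-VP16 expression switched on by copper sulfate through the metallothionein promoter; potency is read from the fitted curve at half-maximal effect; % is scaled to controls: 0 for no effect and ±100 for the full control effect; nearly all actives have a fitted effect of over 50% in size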
TRPV1 ag: HTS Assay for Compounds that Act as Agonists of the Vanilloid Receptor 1; Transient receptor potential cation channel subfamily V member 1 (Homo sapiens), Q8NER1; TRPV1-expressing cells, Fluo-8 calcium influx, agonist mode; activation, % at 8.33 µM; 320,000 tested, 0.19% active; AID 540275, 2011; in the data active = activation above about 80%; inconclusive = between about 30% and that limit; also: 0% is about no effect
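TRPV1-expressing cells were cultured overnight at 35.5C and loaded with Fluo-8 calcium dye for 40 to 90 min at room temperature. After a 10 s baseline, compound was added and calcium influx was read kinetically for 3 min (ex 480/em 520 nm).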
ELG1 genotox: qHTS screen for small molecules that induce genotoxicity in human embryonic kidney (HEK293T) cells expressing luciferase-tagged ELG1 | HEK293T ELG1-luciferase reporter, luminescence, 16 h | Potency, µM (titrated, usually from 46 µM), for the others: top-dose activity change, positive = activation, usual class: activators | 330,000 tested, 1.3% active | AID 504466, 2011; also: potency is read from the fitted curve at half-maximal effect; % of control where 0% means no effect; nearly all actives have a fitted effect of over 60% in size
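DMSO vehicle served as control against compound-treated ELG1-luciferase HEK293T cells; exposure lasted 16 hr at 37 °C and 5% CO2, followed by ONE-Glo luminescence detection after 30 min.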
p53 reactivation: qHTS assay for re-activators of p53 using a Luc reporter | 320,000 tested, 0.063% active | AID 504706, 2011 | Potency, µM (titrated, usually from 92.2 µM), for inactives: top-dose activity change, positive = activation, hits mostly activators | H1299 p53-A138V BP100-luciferase reporter, luminescence, 24 h; also: potency is read from the fitted curve at half-maximal effect; % of control where 0% means no effect; nearly all actives have a fitted effect of over 45% in size
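p53-null H1299 cells stably carrying temperature-sensitive p53-A138V and a BP100-luciferase reporter were pinned with compounds (4-point, 1:5 series) and held 24 hrs at 37 deg C. Luminescence was read 10 min after detection reagent.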
RORgamma inh: qHTS for inhibitors of ROR gamma transcriptional activity; Nuclear receptor ROR-gamma (Mus musculus), P51450; Drosophila S2 Gal4-RORgamma UAS-luciferase reporter, 20 h; Potency, µM (titrated, usually from 53.6 µM), inactives show top-dose activity change, negative = inhibition, actives largely listed as inhibitors; 310,000 tested, 5.4% active; also: potency is read from the fitted curve at half-maximal effect; % is scaled to controls: 0 for no effect and ±100 for the full control effect; nearly all actives have a fitted effect of over 60% in size
Target sequence (P51450 whole entry, looked up, the tested form may be a part): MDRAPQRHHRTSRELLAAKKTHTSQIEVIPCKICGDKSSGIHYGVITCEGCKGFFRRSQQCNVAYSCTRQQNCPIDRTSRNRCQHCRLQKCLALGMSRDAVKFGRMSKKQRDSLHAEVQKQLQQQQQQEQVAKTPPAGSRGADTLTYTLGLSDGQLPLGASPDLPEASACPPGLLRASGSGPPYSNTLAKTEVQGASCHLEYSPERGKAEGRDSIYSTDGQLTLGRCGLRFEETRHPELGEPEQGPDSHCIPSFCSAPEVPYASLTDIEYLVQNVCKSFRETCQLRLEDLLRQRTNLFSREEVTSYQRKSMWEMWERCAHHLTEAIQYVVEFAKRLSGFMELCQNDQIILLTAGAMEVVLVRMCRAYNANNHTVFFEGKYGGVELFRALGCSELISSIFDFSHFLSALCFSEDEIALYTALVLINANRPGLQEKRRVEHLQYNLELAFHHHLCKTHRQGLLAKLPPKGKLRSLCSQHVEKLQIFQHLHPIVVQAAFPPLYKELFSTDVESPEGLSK
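Using a luciferase readout, inhibitors were identified by reduced reporter activity in Drosophila cells coexpressing a copper-inducible Gal4–ROR gamma fusion and UAS-driven Photinus luciferase, incubated 20 hr after 700 uM copper sulfate.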
BRCA1 expr act: qHTS Assay to Identify Small Molecule Activators of BRCA1 Expression; Potency, µM (series often up to 46.1 µM), without a hit: at the highest dose activation, most hits filed as activators; 380,000 tested, 1.1% active; MCF7-BRCA1-FFLuc reporter, luminescence, 48 h; response scale: scaled: vehicle 0%, 10 µM genistein 100%; also: potency is read from the fitted curve at half-maximal effect; nearly all actives have a fitted effect of over 80% in size; some results filed as inactive show a strong effect at the top dose
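First, MCF7-BRCA1-FFLuc cells (2000/well) attach for 2 h; next, compounds are pin-added and incubated 48 h at 37 °C; finally, luciferase reagent is added and luminescence read after 15 min.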
Tb PFK block: qHTS Assay to Find Inhibitors of T. brucei phosphofructokinase; ATP-dependent 6-phosphofructokinase (Trypanosoma brucei brucei), O15648; T. brucei PFK, ADP-Glo luminescence; Potency, µM (highest dose often 57.5 µM), without a hit: at the highest dose activity, negative = inhibition, actives largely listed as inhibitors; 330,000 tested, 0.17% active; AID 485367, 2010;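 also: potency is read from the fitted curve at half-maximal effect; 0% = uninhibited 1x PFK enzyme wells and -100% = no-enzyme wells; nearly all actives have a fitted effect of over 60% in size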
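PFK 1.25 nM, F6P 0.5 mM, ATP 0.1 mM, 0.1 M TEA pH 8.0, 5 mM MgCl2, 0.01% Tween20, 0.1% BSA; 45 min RT. ADP-Glo readout. qHTS titration up to 57 uM; curves fitted, compounds curve-classed.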
ELG1 repair inh: qHTS screen for small molecules that inhibit ELG1-dependent DNA repair in human embryonic kidney (HEK293T) cells expressing luciferase-tagged ELG1. Potency, µM (top dose mostly 46.1 µM), inactives show at the highest dose activity change, negative = inhibition, usual class: inhibitors. 330,000 tested, 2.3% active. HEK293T ELG1-luciferase reporter, luminescence, 16 h; DNA damage induced by 5-fluorouridine; also: potency is read from the fitted curve at half-maximal effect; % is scaled to controls: 0 for no effect and ±100 for the full control effect; nearly all actives have a fitted effect of over 55% in size
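DMSO vehicle served as the neutral condition. Each well held 2,000 cells given 5-fluorouridine plus compound; after 16 hr at 37 °C/5% CO2, ONE-Glo was added and luciferase measured 30 min later.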
NPC1 prom act: qHTS Assay for NPC1 Promoter Activators. 320,000 tested, 2.4% active. AID 485313, 2010. Potency, µM (titrated, usually from 9.22 µM), without a hit: top-dose activation, usual class: activators. Huh7 NPC1 promoter luciferase reporter, 24 h;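 also: potency is read from the fitted curve at half-maximal effect; % of control where 0% means no effect; nearly all actives have a fitted effect of over 60% in size; reporter is driven by a mutant NPC1 promoter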
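In 1536-well qHTS, Huh7 cells harboring an NPC1 promoter–luciferase construct received compound for 24 h; activation was quantified by luminescence following luciferase reagent addition.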
Starred values were filed as active, the others as inactive; ? = inconclusive; / = no result given; & = joins results of further samples; [ ] = dose if it differs, or a comment. Unless noted, calls follow the shape of the dose curve; as a rule, active = well fitted curve in the direction sought with a large enough effect; inconclusive = small, poorly fitted or top-dose-only effect, or another doubt; inactive = no such curve, though single readings can be large; an effect the other way counts as inactive or inconclusive. Compounds as they come; about 15% have a hit in one of these screens.

Molecule,RORgamma inh,Gal4-VP16 FLuc,ELG1 repair inh,FLuc counter,Tb PFK block,BRCA1 expr act,p53 reactivation,TRPV1 ag,NPC1 prom act,Rab9 prom act,ELG1 genotox
Cc1cc(Br)ccc1NC(=O)CCN1C(=O)c2ccncc2C1=O,-8%,-1%,2%,1%,0%,2%,1%,3,2%,2%,-1%
CSc1nc(C)c(C(=O)C[n+]2ccccc2C)cc1C#N,-1%,-7%,-5%,-2%,1%,4%,-3%,-1,-3%,3%,1%
O=C(COC(=O)c1ccccc1OC(F)F)Nc1ccc(N2CCCCC2)cc1,/,/,?,-13%,12%,30%,18%,-2,8%,14%,-2%
CCc1nc(SCc2ccccc2)n[nH]1,7%,25%,?,?,-3%,85%,0%,1,28%,?,17%
CNC(=O)COC(=O)c1nc(-n2nc(C)cc2C)ccc1Cl,-7%,1%,-2%,2%,1%,-5%,4%,4,-3%,-6%,1%
COc1cc(/C=C(\C#N)C(=O)NCC2CCCO2)ccc1OC(C)C (centres undefined),-8%[10 µM],-4%,0%,?,-1%,-22%,1%,10,3%,-1%,-1%
COc1ccc(S(=O)(=O)N2CCc3ccccc32)cc1[N+](=O)[O-],13%,6%,6.5µM*,1%,5%,-18%,4%,-1,-1%,-10%,-7%
COc1cc([N+](=O)[O-])ccc1NC(=O)CCCOc1ccccc1,?,?,-26%,-1%,8%[0.46 µM],-11%,17%,-3,1%,1%,1%
CN(CCC#N)S(=O)(=O)c1ccc2c(c1)c(=O)n(C)c(=O)n2C,-18%,5%,-3%,2%,-5%,-17%,2%,-1,-1%,-2%,-1%
O=C(CNS(=O)(=O)c1c(Cl)cccc1Cl)OCC(=O)c1ccc[nH]1,-6%,-7%,-12%,-3%,-8%,-5%,-3%,-1,1%,1%,-2%
COc1cc2c(cc1OC)CN(C1CCC(C)CC1)CC2 (centres undefined),/,/,-3%,-2%,0%,-4%,/,2,-5%,2%,-6%
CC(C)CC1C(C#N)=C(N)SC(N)=C1C#N,17%,6%,?,-3%,3%,-6%,2%,3,0%,-2%,-5%
O=C(Cc1ccc(-n2c(=S)[nH]c3ccccc3c2=O)cc1)N1CCC(N2CCCCC2)CC1,0%,9%,-5%,-1%,-7%,3%,3%,-9,2%,23%,1%
O=C(CSc1nc2ccccc2o1)NCCOc1ccccc1,4%,-4%,7%,-1%,0%,0%,0%,18,3%,-3%,0%
O=C(c1ccncc1)N1CCN(CCc2ccccc2)CC1,-3%[1.91 µM],2%,-3%,-1%,0%,0%,12%,1,-6%,0%,1%
CCOc1ccc(N(C)S(=O)(=O)c2cc(-c3cc(C)no3)ccc2OC)cc1,27%,1%,-14%,4%&-17%,2%,-19%,-2%,?,-9%,0%,-3%[9.26 µM]
COc1ccc(/C=N/N2C(=O)C3C4C=CC(CC4)C3C2=O)c(OC)c1 (centres undefined),31%,-7%,-14%,?,-8%,30%,1%,2,-9%,3%,7%
COC(=O)NNC(=O)COc1cc(C)ccc1C,-2%,-9%,8%,3%,-4%,0%,7%,3,1%,1%,3%
CCc1nc(SCc2ccc(Br)cc2)n[nH]1,14%,?,?,?,-6%,10µM*,19%,13,?,16%[1.84 µM],?
COc1cc(Cl)c(C)cc1NC(=O)CSc1nnc(CN2CCCC2)o1,/,/,-3%,/,?,1%,2%,/,/,/,0%
O=C(Cc1ccccc1)c1c[nH]c(C(=O)NCc2ccncc2)c1,15%,-7%,-6%,-3%,-4%,0%,6%,11,-9%,-10%,4%
CCOC(=O)c1ccccc1N1C(=O)C2Sc3[nH]c(=O)sc3C(/C=C/c3ccccc3)C2C1=O (centres undefined),8%[10 µM],-2%,-5%,5%,6%,-17%,1%,4,1%,-8%,-2%
CCOc1ccc(NCCC(=O)c2ccc3c(c2)OCO3)cc1,?,-13%,28%,21µM*,1%,-18%,11%,?,2%,1%,?
O=C(NCCS(=O)(=O)N1CCN(Cc2ccccc2)CC1)c1ccccc1,/,/,7%,5%,2%,-16%,2%,3,-1%,-4%,2%
C=CCSc1nnc(NC(=O)CCNC(=O)c2ccco2)s1,-2%,5%,?,-1%,0%,24%,17%,4,-2%,2%,3%
COc1ccc(CCNC(=O)CCCCCN2C(=O)c3ccccc3C2=O)cc1OC,-3%,-5%,-2%,-3%,0%,8%,5%,1,-6%,-1%,-1%
Cc1ccc(N=c2sc(C)c(C)n2C)cc1,14%,4%,?,21µM*,-2%,73%,?,12,?,?,?
COC(=O)c1c(NC(=O)COC(=O)c2ccc(O)cc2)sc2c1CCCCC2,?,18µM*,?,-1%,2%,0%,1%,5,6%,1%,-4%
O=C(NCCCN1CCOCC1)NC12CC3CC(CC(C3)C1)C2,3%,-9%,10%,5%,-5%,-11%,6%,4,4%,1%,4%
O=c1[nH]c2ccccc2cc1CN(c1ccccc1)S(=O)(=O)c1ccccc1,?,7%,0%,2%,2%,-37%,-9%,17,-7%,-9%,0%
COc1ccc(NC(=O)c2cc(S(=O)(=O)N3CCCC3)ccc2OC)cc1,-3%,-1%,-1%,1%&4%,-10%,-3%,-6%,0,-3%,-7%,0%
CC(C)N(Cc1ccccc1)C(=O)CCc1ccccc1,0%,10%,?,5%,1%,-11%,-4%,30,1%,0%,-8%
COc1ccc(OCc2nc(N)nc(Nc3cccc(C)c3C)n2)cc1,-19%,-14%,19%,-4%,2%,1%,1%,/,9%,13%,0%
COc1ccc(OCC(=O)Nc2ccc3nc(C)sc3c2)cc1,-5%,-13%,10%,-12%,-7%,1%,-3%,-1,1%,2%,1%
C=CCOc1c(Br)cc(CNn2nnnc2N)cc1OCC,-19%,3%[0.365 µM],8%,7%,-2%,-18%,0%,2,2%,-9%,-3%
Cc1ccc(CNC(=O)c2ccc3c(=O)n4c(-c5ccc(C)cc5)csc4nc3c2)cc1,15%,-1%,3%,1%,-2%,-7%,-1%,0,-1%,-7%,11%
O=C(NCc1ccccn1)c1ccco1,-9%,5%,14%,1%,1%,3%,3%,-3,-1%,-7%,2%
O=C(Nn1cnnc1)c1ccc(Cl)cc1,-15%,-4%,0%,-2%,0%,-10%,-4%,-4,3%,0%,-1%
COc1ccccc1-c1nnc2sc(C3CCCCC3)nn12,-15%[10 µM],-3%,-6%,2%,1%,-32%,-1%,?,-1%,-9%,-7%

Shown with values under each structure: 5 of the compounds above.
Every second line gives: RORgamma inh	Gal4-VP16 FLuc	ELG1 repair inh	FLuc counter	Tb PFK block	BRCA1 expr act	p53 reactivation	TRPV1 ag	NPC1 prom act	Rab9 prom act	ELG1 genotox
- COc1ccc(S(=O)(=O)N2CCc3ccccc32)cc1[N+](=O)[O-]
 : 13%	6%	6.5µM*	1%	5%	-18%	4%	-1	-1%	-10%	-7%
- COc1cc([N+](=O)[O-])ccc1NC(=O)CCCOc1ccccc1
 : ?	?	-26%	-1%	8%[0.46 µM]	-11%	17%	-3	1%	1%	1%
- CN(CCC#N)S(=O)(=O)c1ccc2c(c1)c(=O)n(C)c(=O)n2C
 : -18%	5%	-3%	2%	-5%	-17%	2%	-1	-1%	-2%	-1%
- O=C(CNS(=O)(=O)c1c(Cl)cccc1Cl)OCC(=O)c1ccc[nH]1
 : -6%	-7%	-12%	-3%	-8%	-5%	-3%	-1	1%	1%	-2%
- COc1cc2c(cc1OC)CN(C1CCC(C)CC1)CC2 (centres undefined)
 : /	/	-3%	-2%	0%	-4%	/	2	-5%	2%	-6%
